TbREL1 inh – TbREL1 inhibition, primary screen; P86926; TbREL1 RNA ligation, FRET fluorescence; inhibition, % at 9.66 µM; 89,000 compounds, 0.49% hits;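 active means inhibition above the mean inhibition across all screened compounds plus 3 SD, cut at about 11% in these data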;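 further: 0% = plate median of test wells and 100% = NSC42067 control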
Target sequence (P86926 whole entry, looked up): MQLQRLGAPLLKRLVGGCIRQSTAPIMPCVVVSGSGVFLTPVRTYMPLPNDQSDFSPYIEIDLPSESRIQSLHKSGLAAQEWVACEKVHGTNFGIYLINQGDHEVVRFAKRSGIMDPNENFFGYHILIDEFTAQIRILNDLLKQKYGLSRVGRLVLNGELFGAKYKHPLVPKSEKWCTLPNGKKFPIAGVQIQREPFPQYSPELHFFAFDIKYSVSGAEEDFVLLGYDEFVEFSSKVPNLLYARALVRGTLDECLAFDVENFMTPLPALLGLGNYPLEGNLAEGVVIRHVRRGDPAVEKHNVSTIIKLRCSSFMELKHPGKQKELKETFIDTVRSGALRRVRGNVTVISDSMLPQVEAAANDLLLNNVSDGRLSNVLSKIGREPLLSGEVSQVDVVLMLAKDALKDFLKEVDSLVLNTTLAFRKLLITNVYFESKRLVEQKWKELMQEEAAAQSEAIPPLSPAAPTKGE
Active calls of the source: *.

entry	SMILES	TbREL1 inh
1	Brc1cc2c(cc1Cn1c(-c3cncs3)nc3ccccc31)OCO2	-1.9
2	O=C(CCN1CCOCC1)N1CCCC(Nc2cccc(F)c2)C1 (stereo not drawn)	-2.4
3	CCCCOC(=O)CCNc1n[nH]c(=O)[nH]c1=O	-1.2
4	Cc1cccc(C)c1NC(=O)CNC(=O)c1cccc(S(=O)(=O)NCc2cccs2)c1	4.4
5	Clc1ccc(OCCOc2ccc(Br)nc2Br)c(Cl)c1	-1.1
6	Cc1onc(-c2ccccc2)c1C(=O)n1cccn1	-4.1
7	O=C(Cn1cnc2c(nnn2Cc2ccc(F)cc2)c1=O)N1CCCCC1	0.2
8	O=C(CCCn1c(=S)[nH]c2cc3c(cc2c1=O)OCO3)N1CCN(c2ccccc2F)CC1	-3.1
9	CCCc1nc2cc(C)c(Br)c(C)n2c1Cc1ccccc1OC	4.3
10	O=C(CSc1nnc(-c2cccnc2)n1-c1ccc(Cl)cc1)c1ccc(F)cc1	-4.0
11	COc1ccc(/C(O)=C2/C(=O)C(=O)N(CCCN(C)C)C2c2ccccc2)cc1OC (stereo not drawn)	-1.8
12	CC(C)N=C(Nc1ccccc1)c1cccnc1	5.5
13	COc1cccc(-c2cc(C(F)(F)F)n3ncc(C(=O)O)c3n2)c1	-1.2
14	COc1cc(NC(=O)Cn2cnc3c(nc4n3CCCCC4)c2=O)cc(OC)c1OC	1.2
15	Cc1cc(NC(=O)CSc2nnc(NCc3ccco3)s2)no1	-1.4
16	O=C1c2oc3ccc(F)cc3c(=O)c2C(c2ccccc2)N1CC1CCCO1 (stereo not drawn)	2.7
17	Cc1cc(C)cc(NC(=O)C2CCCN2S(=O)(=O)c2ccc3c(c2)n(C)c(=O)c(=O)n3C)c1 (stereo not drawn)	2.5
18	Cc1cccc(N(CC(=O)NCc2ccco2)C(=O)CCC(=O)Nc2nccs2)c1C	-2.5
19	Nc1ccc(S(=O)(=O)NC2=NCCCCC2)cc1	3.0
20	CCOc1ccc(/C=C(/NC(=O)c2ccc(Cl)cc2)C(=O)O)cc1OCC	-0.9
21	Cc1ccc(C(C)CCN2CCC(n3nccc3NC(=O)c3ccccc3)CC2)o1 (stereo not drawn)	-6.2
22	O=C(COc1cccc2ccccc12)N1c2ccccc2CCc2ccccc21	7.0
23	Cn1cnc2cc(OC(=O)c3ccccc3)ccc21	-1.7
24	Cc1nc2ccccc2nc1-c1ccc([N+](=O)[O-])cc1	5.3
25	O=C1C(=O)N(Cc2ccc(-c3ccccc3)cc2)c2ccc(OC(F)(F)F)cc21	3.0
26	COc1cc(C(=O)Nc2scc(-c3ccccc3)c2C(=O)O)cc(OC)c1OC	4.2
27	O=c1c2[nH]c3cccc(Cl)c3c2ncn1CC1CCCO1 (stereo not drawn)	-0.3
28	CCS(=O)(=O)c1ccc(-c2csc(-c3ccccc3)n2)c(Cl)c1Cl	5.0
29	Cc1ccc(C)c(NC(=O)c2ccc(N(C)S(C)(=O)=O)cc2)c1	-0.5
30	CCOC(=O)[C@@]12CCCC=C1N(CCc1ccc(Cl)cc1)C(=O)[C@H]2CC(=O)NCCc1ccccc1OC	-4.7
31	CC1Cc2ccccc2N1C(=O)CNc1ccccc1N1CCCCC1 (stereo not drawn)	-3.9
32	O=C(CNC(=O)c1ccccc1C(=O)O)c1ccccc1	2.1
33	CCOc1ccc(N(CC(=O)NC2CCCCC2)S(=O)(=O)c2ccccc2)cc1	-1.0
34	CSc1ccc(-c2csc(N3CCC(C(N)=O)CC3)n2)cc1	1.7
35	O=C(NCc1cccs1)c1noc2c1CCCC2	3.4
36	Cc1ccccc1-c1nc(SCc2ccccn2)c2c(=O)n(C)c(=O)n(C)c2n1	-0.3
37	CC(C)(C)[C@H]1COC(=O)CC/C=C\C[C@H](CC(=O)N(CCO)Cc2ccccc2)C(=O)N1	-1.3
38	Cc1ccc(C)c(C(=O)COC(=O)c2nn(C)c(=O)c3ccccc23)c1	0.9
39	Cc1ccc(S(=O)(=O)/N=C(/Nc2nc(C)cs2)c2ccccc2)cc1	-1.2
40	Cc1ccc(C)c2nc(SCC(=O)N3CCCc4ccccc43)c(C#N)cc12	0.8
41	O=C(CCc1c[nH]c2ccccc12)Nc1ccc(Nc2ccncc2)cc1	0.6
42	C/C(=N/NC(=O)C(O)(c1ccccc1)c1ccccc1)c1ccc([N+](=O)[O-])o1	-1.3
43	CC(C(=O)NC1CCCC1)N(Cc1ccc2c(c1)OCO2)C(=O)c1snc(C(N)=O)c1N (stereo not drawn)	0.5
44	CC(=O)O/N=C1\C(=O)N(Cc2ccc(C)cc2)c2ccccc21	-1.6
45	CCc1nnc(NC(=O)C2=CCN(S(=O)(=O)c3ccccc3)CC2)s1	-0.8
46	COC(=O)[C@H](C)NC(=O)COc1ccccc1	-1.9
47	CCN(CC)S(=O)(=O)c1ccc(C)c(NC(=O)COC(=O)[C@@H]2CCCN2C(=O)c2cccs2)c1	4.5
48	COc1ccc(-c2nnc(SCC(=O)N3CCOCC3)o2)cc1OC	-2.2
49	Fc1ccccc1CSc1nnnn1-c1ccc2c(c1)OCO2	2.2
50	CCOC(=O)[C@]12CCCC=C1N(Cc1ccccc1)C(=O)[C@H](CC(=O)NCCCN1CCCC1=O)C2	2.8

The last three records of the section before lead into the next:
entry	SMILES	TbREL1 inh
48	COc1ccc(-c2nnc(SCC(=O)N3CCOCC3)o2)cc1OC	-2.2
49	Fc1ccccc1CSc1nnnn1-c1ccc2c(c1)OCO2	2.2
50	CCOC(=O)[C@]12CCCC=C1N(Cc1ccccc1)C(=O)[C@H](CC(=O)NCCCN1CCCC1=O)C2	2.8
51	Cc1cc(C)n2nc(C(=O)N3CCCC(Nc4ccc(F)c(F)c4)C3)cc2n1 (stereo not drawn)	-5.4
52	COc1ccc(NC(=O)COC(=O)c2ccc(NS(=O)(=O)/C=C/c3ccccc3)cc2)cc1	-1.0
53	COc1ccc(C(CC(=O)c2ccccc2)C2CCCCC2=O)cc1 (stereo not drawn)	4.4
54	CC(C)CC(=O)Nc1nnc(SCC(=O)NC2CCCCC2)s1	-3.7
55	CC1(C)CC(NC(=O)C(=O)NCCc2ccc(Cl)cc2)CC(C)(C)N1	7.3
56	C=CCCC(=O)NC1CC(C)(C)Cc2c1cnn2-c1cccc(F)c1 (stereo not drawn)	2.5
57	Cc1c(Cl)cccc1NC(=O)NC1CCCCC1	5.4
58	Cc1ccc(-c2noc(CCC(=O)NC3CCCc4ccccc43)n2)cc1 (stereo not drawn)	-0.9
59	CC(=O)Nc1ccc(OCC(O)CN2CCN(c3ccc(Cl)cc3)CC2)cc1 (stereo not drawn)	-2.2
60	O=C(CCc1nnc2ccc(NCc3ccccc3Cl)nn12)NCC1CCN(C2CCCC2)C1 (stereo not drawn)	4.7
61	COc1cccc(/C=C/C(=C2\C(=O)N(c3ccccc3)N=C2C)c2ccc(Br)cc2)c1OC	3.7
62	O=[N+]([O-])c1ccc(N/N=C\c2cccn2-c2ccccc2)nc1	0.8
63	O=C(COC(=O)c1cccc(O)c1)Nc1ccc(S(=O)(=O)N2CCOCC2)cc1	-0.5
64	Cc1cccc(NC(=O)CSc2nnc(CNC(=O)c3ccc(S(=O)(=O)N(C)C)cc3)n2-c2ccc(F)cc2)c1	-3.1
65	Cc1noc(C(=O)N2CCN(Cc3ccc4c(c3)OCO4)CC2)c1Cl	-0.4
66	COc1cc(OC)c(C(=O)NNC(=O)CN(C)S(=O)(=O)c2ccc(Cl)cc2)cc1OC	-1.1
67	COc1ccc(OC)c(CN2CCN(C(=O)CNC(=O)c3cc(C)cc(C)c3)CC2)c1	3.0
68	Cc1nc(C)c(C(=O)OC(C)C(=O)Nc2ccc(F)cc2)s1 (stereo not drawn)	1.9
69	CC1(c2ccc(OC(F)F)cc2)NC(=O)N(CC(=O)N2CCN(C(=O)c3ccco3)CC2)C1=O (stereo not drawn)	4.8
70	CCOC(=O)N(C)C[C@@H]1OCc2cnnn2CCCC(=O)N([C@@H](C)CO)C[C@@H]1C	-0.4
71	Cc1cc(OCCCn2ccnc2)cc(C(C)C)c1	1.9
72	COc1cc(/C=N/NC(=O)NC2CCCCC2)ccc1O	-2.1
73	COc1ccc(C(=O)NCCn2nc(C)cc2C)cc1OC1CCN(C(C)=O)CC1	3.9
74	COc1ccc(C(C)=O)cc1CN(C)C	6.9
75	COP(=O)(OC)c1nc(-c2cccc3ccccc23)oc1N1CCCCC1	-4.1

Four entries drawn at random from those above:
entry	SMILES	TbREL1 inh
52	COc1ccc(NC(=O)COC(=O)c2ccc(NS(=O)(=O)/C=C/c3ccccc3)cc2)cc1	-1.0
74	COc1ccc(C(C)=O)cc1CN(C)C	6.9
67	COc1ccc(OC)c(CN2CCN(C(=O)CNC(=O)c3cc(C)cc(C)c3)CC2)c1	3.0
62	O=[N+]([O-])c1ccc(N/N=C\c2cccn2-c2ccccc2)nc1	0.8

(further entries)
entry	SMILES	TbREL1 inh
76	COc1ccc(NC(=O)COC(=O)C2=COCCO2)cc1OC	0.5
77	Cc1ccc(-n2c(SCC(=O)c3ccccc3Cl)nnc2-c2cnccn2)cc1	-0.1
78	CCc1cccc(C)c1NC(=O)CN1C(=O)c2ccccc2S1(=O)=O	-1.1
79	O=C(CCc1ccccc1)Nc1ccc(S(=O)(=O)N2CCOCC2)cc1	2.2
80	CC1ON=C(c2ccccn2)N(Cc2ccc3c(c2)OCO3)C1=O (stereo not drawn)	1.3
81	Cc1ccc(C(C(=O)NC2CCCC2)N(C(=O)c2csnn2)C2CCCC2)o1 (stereo not drawn)	7.3
82	O=C(O)c1ccccc1N(c1ccccc1)c1ccccc1	1.9
83	C/C(=N/NC(=O)c1cn(-c2cccc(C)n2)cn1)c1ccc(C)cc1	2.7
84	OCC[C@@H]1C[C@@H](O)[C@H](O)[C@@]2(CCc3ccccc3CO2)O1	0.3
85	CCOC(=O)C1CCCC(NS(=O)(=O)c2ccc(NC(C)=O)cc2)C1 (stereo not drawn)	-2.3
86	Cc1nn(-c2ccccc2)c(C)c1NC(=O)COc1ccc(Br)cc1Cl	-1.7
87	Cc1cc(C)c2cc(CN(CC3CCCO3)S(=O)(=O)c3ccc4c(c3)OCCO4)c(=O)[nH]c2c1 (stereo not drawn)	-4.2
88	COc1ccccc1CNCc1cccs1	7.5
89	COc1ccc2c(=O)c(-c3ccccc3C)c(C)oc2c1	-2.1
90	COc1ccc([N+](=O)[O-])cc1NC(=O)COC(=O)C=C(C)C	1.1
91	CCc1nnc(NC(=O)CCN(c2ccc(C)cc2)S(=O)(=O)c2ccccc2)s1	-0.9
92	O=C1NC[C@H](Cc2ccccc2)N(CC2CCN(CCCC3CCCC3)CC2)C1=O	1.3
93	CC(C)OC(=O)CSc1nnc(-c2ccc(C(C)(C)C)cc2)n1N	5.4
94	Cc1ccc(S(=O)(=O)N2C[C@H]3[C@H]4C(=O)N(C5CCCCC5)C(=O)[C@H]4CC(=O)[C@H]3[C@@H]2c2ccccc2F)cc1	-1.9
95	Cn1c(CCN2CCN(c3ccc(F)cc3)CC2)nc2cc(NC(=O)c3ccco3)ccc21	-3.2
96	CCC(=O)OCc1c(C(F)(F)F)nn(C)c1Sc1ccc(F)cc1	-1.3
97	O=C(NCCCN1CCOCC1)c1cc2c(s1)CCCC2	1.0
98	COc1ccc(NC(=O)C/C(C)=N/NC(=O)c2cnccn2)cc1	-0.9
99	Cc1ccc(-c2cc(C(=O)NNC(=O)c3csc(N4CCOCC4)n3)c3ccccc3n2)cc1	3.4
100	Cc1ccc(NC(=O)C(C)OC(=O)/C=C/c2ccccc2)cc1 (stereo not drawn)	-1.4

An excerpt of these results, with each value named:
99. Cc1ccc(-c2cc(C(=O)NNC(=O)c3csc(N4CCOCC4)n3)c3ccccc3n2)cc1
  TbREL1 inh: 3.4
82. O=C(O)c1ccccc1N(c1ccccc1)c1ccccc1
  TbREL1 inh: 1.9

Next part:
entry	SMILES	TbREL1 inh
101	O=C(NC1CCC(O)CC1)C1CCN(S(=O)(=O)c2c(Cl)cccc2Cl)CC1 (stereo not drawn)	-1.6
102	COc1cc2c(cc1OC)C(C(=O)NC1CC1)C1c3ccccc3CCN1C2=O (stereo not drawn)	0.6
103	COc1ccc(OC)c(/C=C/C(=O)Oc2ccc(C(C)=O)cc2)c1	1.1
104	COCCNC(=O)c1cccc(OC2CCN(Cc3ccc(Cl)c(F)c3)CC2)c1	-2.3
105	CCCNC(=O)COC(=O)c1[nH]c(C)c(C(=O)OCC)c1C	-2.8
106	Cc1ccccc1NC(=O)CC1c2ccccc2CC(C)(C)N1C (stereo not drawn)	-1.6
107	CC(C)Oc1ccc(C2CC(=O)N(c3ccccc3)C2=O)cc1 (stereo not drawn)	5.9
108	COc1ccc(C(c2nnnn2C2CCCC2)N2CCc3ccccc3C2)cc1OC (stereo not drawn)	7.1
109	COc1ccc2nc(-c3ccccn3)ccc2c1	6.2
110	CCOc1ccccc1NC(=O)NNC(=O)CCn1nc(C)c([N+](=O)[O-])c1C	7.0
111	O=C(CSc1nnc(-c2cccnc2)n1-c1ccccc1)NCc1ccc2c(c1)OCO2	0.0
112	CC(C)CCNC(=O)C(=O)NCC1OCCCN1S(=O)(=O)c1cccs1 (stereo not drawn)	-1.2
113	Cc1ccc(C2=NOC(C)(c3sc(-c4ccc(Cl)cc4)nc3C)C2)cc1 (stereo not drawn)	10.2
114	COc1cccc2cc(C(=O)N3CCN(C(=O)c4ccco4)CC3)c(=O)oc12	1.1
115	Cc1ccc(NC(=O)c2sc3nc[nH]c(=O)c3c2C)c(C)c1	-0.3
116	Cc1ccc(SCc2noc(C(=O)NC(C)C)c2C(=O)O)cc1C	1.4
117	Cc1cc(NC(=O)CN2CCN(c3ccccc3O)CC2)no1	3.6
118	Cc1nnc(NC(=O)c2ccc(F)c(S(=O)(=O)N3CCCCC3)c2)s1	2.8
119	O=S(=O)(NCc1cccnc1)c1ccc(Cl)nc1	-3.2
120	O=C(Cc1ccc(NS(=O)(=O)c2ccc(Cl)c(Cl)c2)cc1)NCCN1CCOCC1	0.1
121	Cc1ccc(N(C)S(=O)(=O)c2ccc(C)cc2)cc1	-1.1
122	CCc1cc2c(=O)c(-c3nc4ccccc4n3C)c(COCC(=O)O)oc2cc1OC(=O)C(C)(C)C	-2.3

This is a subset; rates above refer to the full screens.
